uPA surface inh: inhibitors of cell surface uPA generation; actives 0.31% (n = 330,000); cell surface uPA generation assay, qHTS; Potency, µM (titrated, usually from 38.3 µM), for inactives: top-dose activity change, negative = inhibition, most hits filed as inhibitors; AID 540303; active = well fitted inhibition curve with a large enough effect; inconclusive = small, poorly fitted or top-dose-only effect; inactive = no such curve, though single readings can be large or run the other way; tested in mouse RAW 264.7 cells; note: potency is the fitted concentration of half-maximal effect; % is set by controls: 0 for no effect and ±100 for the full control effect; nearly all actives have a fitted effect of over 55% in size
BRCA1 expr act: increases BRCA1 expression; MCF7-BRCA1-FFLuc reporter, luminescence, 48 h; response scale: scaled: vehicle 0%, 10 µM genistein 100%; Potency, µM (titrated, usually from 46.1 µM), inactives show top-dose activation, most hits filed as activators; actives 1.1% (n = 380,000); AID 624202; note: potency is the fitted concentration of half-maximal effect; nearly all actives have a fitted effect of over 80% in size; some results filed as inactive show a strong effect at the top dose
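Reporter cells (MCF7, BRCA1 promoter-firefly luciferase) received library compounds across a concentration series for 48 h. End-point luminescence was measured and concentration-effect curves derived after normalization.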
Integrin act MD: activates integrin-mediated alleviation for muscular dystrophy; alpha7betagal myoblasts, beta-gal FDG fluorescence, 48 h; Potency, µM (titrated, usually from 38.3 µM), for the others: at the top dose activation, hits mostly activators; actives 0.064% (n = 350,000); AID 624291;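 note: potency is the fitted concentration of half-maximal effect; 100% = response of the positive control SU9516; nearly all actives have a fitted effect of over 60% in size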
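Alpha7betagal+/- myoblasts (passage 13) were plated 16-24 hr, then exposed to compounds (1:260 dilution of DMSO stock) for 48 hours at 37C. After MPER lysis, β-galactosidase reporter activity was read as FDG fluorescence (ex 480/em 540) after 30 minutes.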
B2AR arrestin: recruits beta-arrestin to the human beta2-adrenergic receptor. P07550. Potency, µM (titrated, usually from 46.1 µM), inactives show at the highest dose activation, usual class: activators. actives 0.02% (n = 330,000). beta-arrestin recruitment to beta2AR, cell-based reporter. AID 492947;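 note: potency is the fitted concentration of half-maximal effect; 0% = DMSO controls and full agonism = EC100 isoproterenol or metaproterenol; nearly all actives have a fitted effect of over 65% in size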
ELG1 genotox: inducers of genotoxicity in HEK293T ELG1-luciferase cells; HEK293T ELG1-luciferase reporter, luminescence, 16 h; actives 1.3% (n = 330,000); Potency, µM (titrated, usually from 46 µM), for the others: top-dose activity change, positive = activation, usual class: activators; AID 504466; note: potency is the fitted concentration of half-maximal effect; % of control where 0% means no effect; nearly all actives have a fitted effect of over 60% in size
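Quantitative HTS format in 1536-well plates. HEK293T ELG1-luciferase reporter cells receive test compound and are incubated 16 hr at 37 °C, 5% CO2; ONE-Glo added, 30 min room temperature, then luminescence read.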
p53 reactivation: mutant p53 re-activation in reporter cells | H1299 p53-A138V BP100-luciferase reporter, luminescence, 24 h | Potency, µM (highest dose often 92.2 µM), for the others: at the highest dose activity change, positive = activation, most hits filed as activators | actives 0.063% (n = 320,000) | AID 504706; note: potency is the fitted concentration of half-maximal effect; % of control where 0% means no effect; nearly all actives have a fitted effect of over 45% in size
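H1299 (p53-null), stable ts p53-A138V + BP100-Luc; 1000 cells/well, Opti-MEM/10% FBS; cpd 4 pt, 1:5; 24 h, 37 deg C, 5% CO2; detection reagent 10 min RT; luminescence.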
ASM inhibitor: inhibitors of human secretory acid sphingomyelinase. P17405. placental ASM, HMU-PC fluorogenic substrate, 60 min. Potency, µM (series often up to 57.5 µM), for the others: at the highest dose activity change, negative = inhibition, actives largely listed as inhibitors. actives 0.006% (n = 340,000); note: potency is the fitted concentration of half-maximal effect
Target sequence (P17405 47-631 limits assumed): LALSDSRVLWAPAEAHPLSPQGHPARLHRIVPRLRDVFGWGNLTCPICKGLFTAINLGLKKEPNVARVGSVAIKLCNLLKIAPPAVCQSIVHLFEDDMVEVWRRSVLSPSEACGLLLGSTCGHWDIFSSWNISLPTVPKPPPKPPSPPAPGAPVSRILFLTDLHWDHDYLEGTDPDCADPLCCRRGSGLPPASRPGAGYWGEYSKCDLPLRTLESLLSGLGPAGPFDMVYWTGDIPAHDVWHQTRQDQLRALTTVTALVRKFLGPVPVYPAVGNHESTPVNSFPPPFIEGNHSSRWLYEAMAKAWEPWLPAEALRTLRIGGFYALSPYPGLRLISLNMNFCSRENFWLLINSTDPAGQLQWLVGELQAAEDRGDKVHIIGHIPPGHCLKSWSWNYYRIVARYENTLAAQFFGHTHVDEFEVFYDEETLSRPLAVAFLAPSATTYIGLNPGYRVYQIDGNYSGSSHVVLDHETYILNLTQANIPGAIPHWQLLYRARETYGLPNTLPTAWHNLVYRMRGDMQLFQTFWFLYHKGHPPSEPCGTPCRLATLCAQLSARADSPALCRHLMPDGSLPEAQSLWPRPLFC
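HMU-PC0 cleavage (9 uM final) by human placental ASM, 60 min at 37 °C following 10 min compound exposure at RT; stopped at pH 10, fluorescence Ex 386/Em 447 nm.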
USP2a block: USP2a (human) protease inhibition. O75604. USP2 core, Ub-CHOP2 coupled fluorogenic reporter, 485/531. Potency, µM (doses to about 38.3 µM), for the others: at the highest dose activity change, negative = inhibition, usual class: inhibitors. actives 0.01% (n = 330,000). AID 463254;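 note: potency is the fitted concentration of half-maximal effect; plate controls were DMSO wells for no effect and full inhibition by NEM control for full effect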
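Cell-free coupled assay: 10nM USP2 core preincubated 30min RT with compound in Tris-HCl pH 8.0/CaCl2/CHAPS buffer, then 25nM Ub-CHOP2 and 25nM reporter substrate; fluorescence (Ex 485/Em 531) read after 60min RT, normalized to NEM inhibition, concentration-response curves fitted.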
Eya2 inh: inhibitors of human Eya2 phosphatase activity; actives 0.006% (n = 330,000); Potency, µM (doses to about 76.9 µM), without a hit: at the highest dose activity, negative = inhibition, most hits filed as inhibitors; O00167; recombinant Eya2, OMFP fluorescence dephosphorylation (OMFP is methylfluorescein phosphate); AID 488837; note: potency is the fitted concentration of half-maximal effect; % is set by controls: 0 for no effect and ±100 for the full control effect
Target sequence (O00167 whole entry, looked up): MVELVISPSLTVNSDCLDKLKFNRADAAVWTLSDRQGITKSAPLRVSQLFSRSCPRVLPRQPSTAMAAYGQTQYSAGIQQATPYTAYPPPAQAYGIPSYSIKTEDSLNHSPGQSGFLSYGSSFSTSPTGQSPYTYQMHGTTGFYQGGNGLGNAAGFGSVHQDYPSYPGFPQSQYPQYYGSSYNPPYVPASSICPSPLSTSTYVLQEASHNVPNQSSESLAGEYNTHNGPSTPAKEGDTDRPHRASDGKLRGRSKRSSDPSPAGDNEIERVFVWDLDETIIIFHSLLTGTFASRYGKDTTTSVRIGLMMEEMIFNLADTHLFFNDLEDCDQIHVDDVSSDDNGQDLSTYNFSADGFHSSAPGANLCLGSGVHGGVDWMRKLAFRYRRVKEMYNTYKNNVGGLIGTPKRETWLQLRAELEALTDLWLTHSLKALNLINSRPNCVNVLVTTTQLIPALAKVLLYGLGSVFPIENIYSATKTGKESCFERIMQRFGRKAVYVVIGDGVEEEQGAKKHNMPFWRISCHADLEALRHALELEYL
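Eya2 (0.2 uM) preincubated 10 min at ambient with compound, then OMFP substrate added at 50 uM; 10 min reaction in 50 mM HEPES pH 7.5, 50 mM NaCl, 5 uM MgCl2, 0.05% BSA, 1 mM DTT. Fluorescence read at Ex 485/Em 525 nm.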
TRPV1 ag: human TRPV1 agonism | Q8NER1 | TRPV1-expressing cells, Fluo-8 calcium influx, agonist mode | activation, % at 8.33 µM | actives 0.19% (n = 320,000); in the data active = activation above about 80%; inconclusive = between about 30% and that limit; note: 0% is about no effect
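Cells expressing TRPV1 were dye-loaded with Fluo-8 and read kinetically: 10 s baseline, 3 min after compound (agonist portion), then 2 min after EC20 capsaicin (allosteric enhancer portion). Calcium-bound dye fluorescence at 480/520 nm.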
PTAP TSG101 blk: blocks PTAP/TSG101 interaction to inhibit HIV-1 budding | Fluorescence polarization, FITC-PTAP peptide / Tsg101 binding | AID 493005 | Q99816 | 340,000 tested, under 10 active | Potency, µM (highest dose often 115 µM), for the others: at the top dose activity change, negative = inhibition, hits mostly inhibitors; active = well fitted inhibition curve with a large enough effect in the main read-out, with a control signal flat, not every such curve was filed as active; inconclusive = small, poorly fitted or top-dose-only effect, or effect the other way, or a change in a side signal; inactive = no such curve, though single readings can be large or run the other way; note: potency is the fitted concentration of half-maximal effect; % of control where 0% means no effect
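Tsg101 binding domain (10 uM final) was mixed with compound and a FITC-labeled PTAP peptide (50 nM final) in HEPES pH 7.5 buffer with NaCl, Tween 20, EDTA and TCEP; fluorescence polarization was read after 20 min at r.t.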
An asterisk follows results filed as active; ? = inconclusive; . = not tested or not shown; [ ] = another dose, or the depositor's remark. Unless noted, calls come from the whole dose curve; as a rule, active = well fitted curve in the direction sought with a large enough effect; inconclusive = small, poorly fitted or top-dose-only effect, or another doubt; inactive = no such curve, though single readings can be large; an effect the other way counts as inactive or inconclusive.

SMILES	uPA surface inh	BRCA1 expr act	Integrin act MD	B2AR arrestin	ELG1 genotox	p53 reactivation	ASM inhibitor	USP2a block	Eya2 inh	TRPV1 ag	PTAP TSG101 blk
CN(C(=O)Nc1ccccc1)n1cnc2ccccc2c1=O	-5%	5%	12%	-0.3%	0%	-1%	-1%	0%	-21%	-1	-2%
CN1c2ccccc2C(O)=C(C(=S)Nc2ccccc2)S1(=O)=O	-2%	-38%	9%	-0.1%	-12%	-2%	12%	-1%	15%	1	-8%
O=C(O)c1ccc(-c2nc(-c3ccccc3)c(-c3ccccc3)[nH]2)cc1	11%	-12%	0%	-1.2%	2%	-4%	79%[activator]	-1%	6%	7	-3%
COc1ccccc1NS(=O)(=O)c1cccc(C(=O)N/N=C/c2ccccc2OCC(=O)O)c1	-4%	-4%	-18%	0.1%	10%	-5%	-2%	0%	10%	0	0%
O=C(CSc1nc2ccccc2c(=O)n1CCC(=O)N1CCCCC1)NCc1ccccc1	.	-24%	-35%	0.1%	-4%	-4%	0%	-1%	-4%	3	-3%
COC(=O)c1sc(N2C(=O)C(=O)/C(=C(/O)c3ccc(C)cc3)C2c2ccco2)nc1C (centres undefined)	2%	-26%	-6%	-0.3%	-1%	0%	0%	0%	?	0	-13%
O=C(Cn1c(=O)cnc2ccccc21)N1CCCc2ccccc21	0%	-21%	-5%	-0.3%	1%	1%	5%	0%	-9%	3	-4%
CC(=O)N(/N=C1/C(=O)Nc2ccccc21)c1ccccc1	-2%	4%	17%	-0.2%	11%	?	-12%	-1%	5%	1	?
C=CCn1c(Cc2nc3ccc(Cl)cc3[nH]2)n[nH]c1=S	-2%	25%	-1%	-1.0%	29%	?	0%	-1%	-1%	-1	-1%
CC(C)CC(=O)NC(c1cccs1)c1ccc2cccnc2c1O (centres undefined)	-9%	-75%	-3%	0.2%	-2%	-2%	2%	2%	-2%	1	-2%
N#Cc1ncc(Cc2ccccc2)nc1C#N	?	0%	-12%	?	0%	-6%	-3%	-2%	2%	1	-7%
Cc1ccc(S(=O)(=O)Oc2ccccc2N2C(=O)C3C4CCC(C4)C3C2=O)cc1 (centres undefined)	-1%	-32%	2%	0.0%	1%	0%	-3%	1%	5%	-8	1%
CCN1C(=O)CC(C(=O)O)SC1=Nc1ccc(OC)cc1 (centres undefined)	3%	0%	9%[7.66 µM]	-0.3%	0%	-1%	6%	0%	26%	0	1%
CSc1nc(NS(=O)(=O)c2cc(Br)ccc2Br)cc(=O)[nH]1	2%	-23%	-11%	-0.4%	0%	0%	2%	0%	-1%	-2	-1%
COc1cc(CC(=O)Nc2cc(S(=O)(=O)N3CCOCC3)ccc2N2CCCC2)cc(OC)c1OC	-4%	-12%	18%	.	.	.	-3%	.	.	.	1%
C=CCn1c(Cc2ccccc2)nnc1SCc1nc2ccccc2c(=O)[nH]1	-7%	14%	0%	0.4%	0%	-4%	0%	2%	0%	6	-2%
Cc1c(Br)c([N+](=O)[O-])nn1CC(=O)NCc1ccccn1	6%	3%	-5%	-0.4%	0%	-3%	-1%	1%	-6%	-2	.
Cn1cccc1Cc1nnc(SCC(N)=O)n1-c1ccc(F)cc1	10%	3%	6%	-0.7%	1%	-2%	-1%	0%	-1%	3	-1%
CCOC(=O)N1CCN(C(=O)Cc2ccccc2[N+](=O)[O-])CC1	11%	-18%	18%	-0.2%	5%	-19%	4%	2%	-4%	-1	-5%
NC(=O)c1ccsc1NC(=O)COC(=O)c1ccncc1	4%	19%	5%	0.1%	1%	6%	-1%	-1%	-9%	-3	-5%
O=C(Cc1ccc(Br)cc1)Nc1cccc(S(=O)(=O)N2CCOCC2)c1	5%	-21%	25%	0.2%	-1%	-5%	-4%	1%	0%	19	-3%
CN1CCN(C(=O)/C(=C\c2cccc([N+](=O)[O-])c2)NC(=O)c2cccs2)CC1	-2%	-23%	-13%	-0.8%	-2%	-2%	3%	-1%	2%	2	-2%
Cc1ccc(C)c(S(=O)(=O)N2CCN(C(=O)CCc3nc4ccccc4c(=O)[nH]3)CC2)c1	-1%	-28%	-11%	0.2%	-5%	-3%	-3%	-2%	7%	5	-4%
CN1CCc2c(sc(NC(=O)Cc3ccccc3)c2C#N)C1	?	-1%	9%	0.1%	3%	.	72%[activator]	2%	7%	-1	-6%
C=CCCC(=O)Nc1nc(C)c(-c2csc(Nc3ccccc3OC)n2)s1	3.5µM*	-19%	-23%	0.3%	-5%	-4%	-15%	-1%	-32%	14	-3%
CCOc1ccc2[nH]c(C)c(CN3CCN(CC)CC3)c(=O)c2c1	-3%	-25%	24%	-0.2%	2%	-4%	1%	0%	6%	3	-6%
Cc1ccc(N2C(=O)C(NC(=O)c3ccccc3F)(C(F)(F)F)C3=C2CC(C)(C)CC3=O)cc1 (centres undefined)	0%	-13%	3%	-0.5%	-3%	-8%	-3%	5%	1%	12	-1%
COc1ccc(CCC(=O)NCC(c2ccco2)N2CCc3ccccc32)cc1 (centres undefined)	-3%	-44%	0%	-0.9%	4%	1%	-1%	-1%	-13%	-1	-5%
O=C(CSc1nnc(Nc2ccccc2F)s1)NCc1ccco1	3%	2%	13%	-0.2%	5%	25%	0%	3%	19%	15	0%
COc1ccc(S(=O)(=O)N2CCOCC2)cc1C(=O)Nc1ccc2c(c1)OCO2	8%	-10%	3%	-0.4%	-3%	-6%	-3%	-2%	5%	3	.
CC(C)OC(=O)Cn1c(=O)sc2ccccc21	0%	7%	1%	0.3%	-1%	-9%	5%	1%	0%	5	-6%
CC/C(C)=C1/NC(=O)NC1=O	4%	-13%	23%	.	.	.	8%	.	.	.	-5%
O=C(N/N=C/c1cccc([N+](=O)[O-])c1)c1cccc2cc[nH]c12	4%	-16%	-9%	0.1%	7%	8%	4%	2%	?	9	0%
O=C(Nc1cccc2ccccc12)N1CC=C(c2ccccc2)CC1	-4%	-48%	-7%	0.4%	1%	3%	-4%	0%	-18%	?	-3%
COc1ccc(CNS(=O)(=O)c2ccc3c(c2)N(C)CCO3)cc1	22%	-6%	-4%	-0.9%	-11%	-1%	-3%	3%	-6%	9	-8%
COc1ccc(CC(=O)N(Cc2ccccc2)c2ccccc2)cc1S(=O)(=O)N1CCOCC1	0%	-24%	-2%	-0.9%	-19%	-33%[inhibitor]	-2%	-7%	-7%	-4	0%
c1ccc(-c2nc3c4ccccc4ccn3c2CN2CCOCC2)cc1	-28%	-38%	11%	-0.6%	?	?	-2%	0%	-8%	25	-1%
COc1ccc(Cn2nc(C)n(N(C)c3ncc(C(F)(F)F)cc3Cl)c2=O)cc1	6%	-25%	10%	-0.2%	-9%	0%	2%	0%	-36%	13	-4%
O=C(Nc1cc(Cl)ccc1-n1cncn1)c1ccccc1OC(F)F	-1%	-30%	5%	-0.1%	0%	-9%	-4%	-1%	-33%	0	1%
O=C(NCc1nc(-c2ccc(C(F)(F)F)cc2)no1)Nc1ccc(F)cc1F	8%	-25%	0%	-0.2%	1%	-3%	-2%	0%	-6%	25	-1%
COc1ccc(N2CCN(S(=O)(=O)CCNC(=O)C3CC3)CC2)cc1	3%	8%	-8%	0.0%	1%	3%	0%	0%	15%	-3	-8%
COCCOC(=O)C1=C(C)Nc2ncnn2C1c1ccc(F)cc1 (centres undefined)	4%	12%	-1%	-0.2%	1%	-5%	92%[activator]	1%	-30%	13	-5%
Cc1cc(C)c2nc(-c3ccccn3)cc(C(=O)Nc3cc(C)on3)c2c1	4%	-38%	3%	-0.4%	-3%	-4%	32%	0%	17%	28	-3%
O=C(NC(=O)c1ccc(C(F)(F)F)cc1)Nc1ccc(-c2cnco2)cc1	3%	11%	41%	-1.0%	?	2%	-3%	5%	-9%	0	-1%
Cc1ccc(Nc2cc(C)nc(-c3ccccc3)n2)cc1	-5%	3.2µM*	1%	0.0%	?	?	?	2%	-9%	18	-1%
Cn1c(Nc2ccc(F)cc2)nc2ccccc21	-4%	32%	-13%	-0.4%	2%	10%	0%	0%	15%	-2	0%
COc1cc(NC(=O)C2=CC(c3ccco3)=NS(=O)(=O)N2C)cc(OC)c1OC	1%	1%	23%	0.2%	-3%	-9%	-4%	2%	0%	-1	-2%

Single records (already shown). Order of values: uPA surface inh, BRCA1 expr act, Integrin act MD, B2AR arrestin, ELG1 genotox, p53 reactivation, ASM inhibitor, USP2a block, Eya2 inh, TRPV1 ag, PTAP TSG101 blk
c1ccc(-c2nc3c4ccccc4ccn3c2CN2CCOCC2)cc1 is entered as -28%, -38%, 11%, -0.6%, ?, ?, -2%, 0%, -8%, 25, -1%
O=C(NCc1nc(-c2ccc(C(F)(F)F)cc2)no1)Nc1ccc(F)cc1F is entered as 8%, -25%, 0%, -0.2%, 1%, -3%, -2%, 0%, -6%, 25, -1%
